CHO-K1 Ca PAM: nonselective calcium activators in parental CHO-K1 cells, primary screen, counter-screen for M1 PAM project, cell-based, Fluo-8 calcium fluorescence, full deck, 1536-well. activation, % at 3 µM. AID 602247, 2012. ATP EC20; 0% at ATP EC20, 100% at ATP max. hit rate 0.02% among 360,000;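 active = activation above the run cutoff, the mean activation of all test compounds plus 3 SD, cut at about 40% in these data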;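 note: peak over basal fluorescence ratio in a 140 s read after ATP addition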
CHO-K1 Ca ag: counter-screen for M1 agonists: effect in parental CHO-K1 cells; Fluo-8 calcium fluorescence; scaled to maximal ATP response, vehicle zero; activation, % at 3 µM; hit rate 0.48% among 360,000; AID 602248, 2012; in the data active = activation above about 15%;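 note: untransfected CHO-K1 host cells lacking M1 receptor as counterscreen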
M5 ag: human M5 muscarinic receptor agonists, primary screen, CHO-K1 cells, Fluo-8 calcium fluorescence. AID 624037, 2012. activation, % at 3 µM. CHO-K1 hM5 cells; 0% DMSO wells, 100% maximal acetylcholine response. Muscarinic acetylcholine receptor M5 (Homo sapiens), P08912. hit rate 0.19% among 360,000;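 active = activation above the run's mean over test compounds plus 3 SD, cut at about 23% in these data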;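 note: signal is peak over basal fluorescence ratio across the kinetic read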
Target sequence (P08912 whole entry, looked up): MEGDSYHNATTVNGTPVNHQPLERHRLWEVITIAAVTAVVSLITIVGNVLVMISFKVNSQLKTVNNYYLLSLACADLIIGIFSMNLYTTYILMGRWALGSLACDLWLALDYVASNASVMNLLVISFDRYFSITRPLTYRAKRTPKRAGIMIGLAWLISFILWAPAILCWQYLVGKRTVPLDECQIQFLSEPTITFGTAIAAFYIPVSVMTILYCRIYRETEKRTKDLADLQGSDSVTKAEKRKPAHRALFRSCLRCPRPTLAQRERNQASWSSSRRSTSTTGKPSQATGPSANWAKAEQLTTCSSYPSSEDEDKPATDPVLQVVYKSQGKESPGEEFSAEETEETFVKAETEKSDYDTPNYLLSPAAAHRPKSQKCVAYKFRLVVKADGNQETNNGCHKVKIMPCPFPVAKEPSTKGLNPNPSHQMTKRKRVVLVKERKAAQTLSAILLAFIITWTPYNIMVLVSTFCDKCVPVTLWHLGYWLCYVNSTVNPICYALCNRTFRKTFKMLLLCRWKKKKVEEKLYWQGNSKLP
M4 PAM: human M4 muscarinic receptor positive allosteric modulators, primary screen, CHO-K1 cells, Fluo-8 calcium fluorescence; Muscarinic acetylcholine receptor M4 (Homo sapiens), P08173; activation, % at 3 µM; hit rate 0.4% among 360,000; CHO-K1 hM4/Gqi5, ACh EC20; 0% = ACh EC20, 100% = maximal ACh; AID 624126, 2012;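 active = activation above its plate's cutoff, the mean activation of sample wells plus 3 SD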; note: some results filed as inactive read as strong as hits
Target sequence (P08173 whole entry, looked up): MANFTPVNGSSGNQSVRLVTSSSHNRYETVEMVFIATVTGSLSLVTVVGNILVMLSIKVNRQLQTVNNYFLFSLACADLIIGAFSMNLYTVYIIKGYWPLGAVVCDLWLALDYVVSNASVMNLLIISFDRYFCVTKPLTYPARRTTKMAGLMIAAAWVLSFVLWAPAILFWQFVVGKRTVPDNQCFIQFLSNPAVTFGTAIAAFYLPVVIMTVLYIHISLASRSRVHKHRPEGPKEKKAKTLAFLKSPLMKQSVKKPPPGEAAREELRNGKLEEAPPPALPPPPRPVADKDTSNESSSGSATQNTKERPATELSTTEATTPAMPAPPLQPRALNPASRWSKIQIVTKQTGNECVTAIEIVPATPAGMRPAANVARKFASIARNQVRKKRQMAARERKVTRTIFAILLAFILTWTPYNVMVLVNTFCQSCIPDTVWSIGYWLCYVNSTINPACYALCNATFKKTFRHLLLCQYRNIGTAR
CHRM4 antagonist: human M4 muscarinic receptor antagonists, primary screen, CHO cells, Fluo-8 calcium fluorescence; inhibition, % at 3 µM; CHO-hM4 cells, ACh EC80; AID 624125, 2012; hit rate 0.73% among 360,000;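 active = inhibition above its plate's cutoff, the mean inhibition of sample wells plus 3 SD, cut at about 27% in these data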;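 note: 0% = acetylcholine EC80 with DMSO and 100% = DMSO without agonist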
M5 antag: human M5 muscarinic receptor antagonists, primary screen, CHO cells, Fluo-8 calcium fluorescence; inhibition, % at 3 µM; CHO-hM5 cells, ACh EC80; Muscarinic acetylcholine receptor M5 (Homo sapiens), P08912; hit rate 0.59% among 360,000;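 active = inhibition above a per-plate cutoff, the mean of that plate's test compounds plus 3 SD, cut at about 27% in these data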;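 note: 0% = acetylcholine EC80 with DMSO and 100% = DMSO without agonist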
CHRM5 PAM: human M5 muscarinic receptor positive allosteric modulators, primary screen, CHO-K1 cells, Fluo-8 calcium fluorescence; activation, % at 3 µM; hit rate 0.3% among 360,000; Muscarinic acetylcholine receptor M5 (Homo sapiens), P08912; CHO-K1 hM5, ACh EC20 PAM; 0% = ACh EC20, 100% = ACh EC100;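 active = activation above the run cutoff, the mean activation of all test compounds plus 3 SD, cut at about 18% in these data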
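Test system: CHO-K1 hM5 cells / Doses: single-point, 3 µM nominal / Times: Post-acetylcholine fluorescence recording 140 s / Technique: Fluo-8 calcium fluorescence / Measure: Max/basal fluorescence ratio as % of EC20–EC100 ACh window / Benchmarks: low control EC20 acetylcholine (0%), high control EC100 acetylcholine (100%) / Replicates: one well per compound, no replicates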
M4 ag: human M4 muscarinic receptor agonists, primary screen, CHO-K1 cells, Fluo-8 calcium fluorescence; activation, % at 3 µM; Muscarinic acetylcholine receptor M4 (Homo sapiens), P08173; CHO-K1 hM4/Gqi5; vehicle 0%, full acetylcholine response 100%; hit rate 0.14% among 360,000;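 active = activation above the run mean over all test wells plus 3 SD, cut at about 32% in these data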;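 note: peak over basal fluorescence ratio per well then scaled between controls; 0% = DMSO wells and 100% = acetylcholine at EC100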
CHO-K1 Ca antag: M1 antagonist counterscreen hit in parental CHO-K1 cells | ATP-induced calcium, Fluo-8 fluorescence | inhibition, % at 3 µM | hit rate 0.6% among 360,000 | AID 602250;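 active = inhibition above a per-plate cutoff, the plate's mean sample inhibition plus 3 SD, cut at about 24% in these data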;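 note: 0% = DMSO plus EC80 ATP and 100% = DMSO alone without ATP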
The depositor's hits bear a star; . = no result given.

SMILES	CHO-K1 Ca PAM	CHO-K1 Ca ag	M5 ag	M4 PAM	CHRM4 antagonist	M5 antag	CHRM5 PAM	M4 ag	CHO-K1 Ca antag
CCCCCCCn1ccc(O)c(CC(=O)OC)c1=O	7	0.0	3	2	-7	4	9	0	3
C[C@@H]1CN([C@H](C)CO)C(=O)CCCn2cc(nn2)CO[C@H]1CN(C)C(=O)c1ccncc1	13	0.2	1	3	-2	-5	9	1	23
C[n+]1cn(Cc2cc(Cl)ccc2OC(F)F)c2ccccc21	7	0.0	-10	-5	0	6	-4	0	4
COc1ccc([C@H]2CC(=O)C=C(c3cc(C)ccc3F)C2)cc1	7	-0.1	-4	0	-1	6	-7	0	-10
Cc1ccc(C)c(NC(=O)Cc2coc3cc4c(cc23)CCC4)c1	-1	-0.1	-2	9	-8	2	0	0	-1
CC(C)(C)c1csc(Sc2ncccc2[N+](=O)[O-])n1	4	0.2	-2	-1	11	-3	11	0	-5
N#CC1=C(N)Oc2cc(O)ccc2C1c1ccncc1 (stereo unspecified)	9	0.2	3	3	-2	1	5	0	7
O=C(c1cccs1)N1CCN(C2CCN(Cc3ccccc3)CC2)CC1	16	1.2	-13	-11	3	7	-9	1	-2
CCOC(=O)Cc1c(Cl)c2ccccc2[nH]c1=O	6	0.4	2	3	-1	-6	-1	1	-10
CC(C)(C)c1ccc(/C=C/C(=O)Nc2nncs2)cc1	-7	-0.1	-1	2	-8	3	0	1	15
CC(C)(C)C(=O)NC(c1ccccc1)c1c(O)ccc2ccccc12 (stereo unspecified)	-4	0.1	-7	-7	-4	13	-9	3	-9
CCOC(=O)C(Cc1ccccc1)C(=O)Nc1ccc(NC(=O)C(Cc2ccccc2)C(=O)OCC)cc1 (stereo unspecified)	9	0.5	1	-4	3	-5	0	1	2
CC12CCC(=O)C=C1CCC1C2CCC2(C)C(C(=O)CO)CC(O)C12 (stereo unspecified)	8	2.1	3	4	-12	9	0	2	-9
Cc1cccc[n+]1CC(=O)c1ccc2c(c1)OCCO2	1	-0.1	-9	-6	9	-1	0	0	6
CCC(C(=O)Nc1cccc(OC)c1)n1nc(C)c2c(C)n(-c3ccccc3)nc2c1=O (stereo unspecified)	17	-0.4	-8	-6	9	16	-2	-2	-14
CCN1C[C@@H]2[C@@H]3C(=O)N(C)C(=O)[C@@H]3[C@](C)(C1=O)N2C(=O)c1ccc(C(F)(F)F)cc1	5	-0.1	1	0	6	18	-6	1	-3
COc1ccc(C2/C=C\CN(C(=O)c3ccc(C)cc3)[C@H](Cc3ccccc3)C(=O)N2Cc2ccc(F)cc2)cc1 (stereo partly specified)	33	0.2	0	-1	-22	6	-6	2	-19
CCC(=O)Nc1ccc2c(c1)nc(CN1CCCCC1)n2C	-18	-0.8	3	-7	9	4	-1	-1	20
CCOC(=O)c1oc2ccccc2c1COC(=O)CNC(=O)c1cc(OC)c(OC)c(OC)c1	-5	2.3	5	-5	-12	-3	-4	5	4
O=C(COC(=O)c1cc(=O)[nH]c2ccccc12)Nc1nc(-c2ccccc2)cs1	-12	3.2	4	-26	1	11	-15	8	3
C/C(=N\NC(=O)CNc1cccc2ccccc12)c1ccccc1	6	13	2	1	-5	7	5	1	-1
CCOP(=O)(c1ccccc1)C1(C#N)CC1 (stereo unspecified)	10	0.6	3	11	5	15	-4	1	-9
COCCn1c(SCC(=O)Nc2nc(C)cs2)nnc1C(C)C	4	0.6	-3	0	-5	2	-3	0	-12
COc1c(Cl)cc(Cl)cc1/C=C/C(=O)c1ccc(NC(=O)c2cccs2)cc1	9	1.9	2	-4	-7	0	-2	4	-1
[N-]=[N+]=NC[C@H](Cc1ccccc1)N1CC[C@@H](NC(=O)OCc2ccccc2)CCC1=O	2	0.1	0	-4	-2	8	2	2	-7
COc1ccccc1N1CCN(C(=O)c2cccc(Oc3ccccc3)c2)CC1	17	6.0	-3	-8	-12	10	-23	7	-8
COc1ccccc1CNC(=O)Cn1cc2c(n1)CCCC2	0	-0.5	1	10	-7	0	-2	1	2
CS(=O)(=O)c1ccccc1-c1nnc(NC(=O)COc2ccc(Cl)cc2)o1	4	0.0	3	-3	4	-8	-2	0	7
CCCn1c(SCC(=O)N2CCOCC2)nnc1-c1ccncc1	-6	0.2	1	3	5	6	-9	0	-14
Cc1csc(=O)n1CCC(=O)OCC(=O)NNC(=O)c1ccc(Cl)cc1	-24	-0.2	4	20	-6	1	1	0	-3
CC(C)c1ccc(C(=O)NCCCN(C)C)cc1	-5	-0.4	-3	3	-6	-3	0	1	8
CCCN(Cc1nc(-c2ccc(Cl)cc2)no1)CC1CCCO1 (stereo unspecified)	-8	0.3	-3	7	-11	2	2	0	-7
Cc1cccc(Nc2c(O)nc[nH]c2=O)c1	16	0.9	-1	3	5	13	-8	-1	-13
COc1ccc(S(=O)(=O)N2CCN(C(=O)NC3CCCCC3)CC2)cc1	9	0.0	3	-3	-9	-12	-1	1	-3
CCCC1(C(=O)OCC)NC(c2ccc(N(C)C)cc2)C2C(=O)N(c3ccc(OCC)cc3)C(=O)C21 (stereo unspecified)	7	-0.3	-1	5	-13	-6	3	-1	-6
O=C(C1=C(O)C(=O)N(CCc2ccccc2)C1c1cccs1)c1ccco1 (stereo unspecified)	13	0.3	3	2	0	3	14	0	-11
CCCCn1c(-c2ccco2)nc2ccccc2c1=O	-3	0.2	-1	-4	9	1	-1	1	7
NC(=O)c1ccsc1NC(=O)COc1ccccc1	15	2.2	3	-7	7	2	-6	4	-11
Cc1nc2sc3c(c2c2nnc(SCC(=O)NCc4ccco4)n12)CCCC3	3	1.8	1	-4	9	-1	2	3	1
CC1=CC(C)(C)Nc2ccc(C)cc21	35	0.9	1	11	2	-4	4	1	-38
CC(C)c1c(C(=O)N/N=C/c2ccc(Cl)cc2Cl)nnn1-c1nonc1N	0	-0.7	-3	7	-9	-2	1	0	-1
COc1cccc(C(CNc2ccc(S(=O)(=O)N3CCN(C)CC3)cc2[N+](=O)[O-])N(C)C)c1 (stereo unspecified)	4	1.4	-3	1	-1	3	1	2	2
Clc1cccc(-c2ccc3nccn3c2)c1Cl	-9	1.2	-1	-1	-5	-1	-7	2	10
CCc1nnc(NC(=O)C2Cc3ccccc3CN2S(=O)(=O)c2c(C)c(C)cc(C)c2C)s1 (stereo unspecified)	14	-0.2	2	2	4	-3	5	0	-24
CCc1cc2cc(C)ccc2nc1SCC(=O)N1CCN(C(=O)c2ccco2)CC1	0	-0.1	0	8	0	-8	-3	1	4

Whole records as entered above:
COc1cccc(C(CNc2ccc(S(=O)(=O)N3CCN(C)CC3)cc2[N+](=O)[O-])N(C)C)c1 (stereo unspecified) in the list: CHO-K1 Ca PAM = 4; CHO-K1 Ca ag = 1.4; M5 ag = -3; M4 PAM = 1; CHRM4 antagonist = -1; M5 antag = 3; CHRM5 PAM = 1; M4 ag = 2; CHO-K1 Ca antag = 2
Cc1cccc(Nc2c(O)nc[nH]c2=O)c1 in the list: CHO-K1 Ca PAM = 16; CHO-K1 Ca ag = 0.9; M5 ag = -1; M4 PAM = 3; CHRM4 antagonist = 5; M5 antag = 13; CHRM5 PAM = -8; M4 ag = -1; CHO-K1 Ca antag = -13

(more compounds)
SMILES	CHO-K1 Ca PAM	CHO-K1 Ca ag	M5 ag	M4 PAM	CHRM4 antagonist	M5 antag	CHRM5 PAM	M4 ag	CHO-K1 Ca antag
N/C(=N\OC(=O)Cc1ccccc1)c1ccc(Br)cc1	33	0.4	0	7	-4	-9	-1	0	-20
CCC(NC(=O)c1cc(COc2cncc(Cl)c2)on1)c1ccncc1 (stereo unspecified)	-13	2.6	2	-12	2	4	-5	2	-15
CCOc1ccc(OCC)c(NC(=O)CNS(=O)(=O)c2cccs2)c1	19	-0.3	-3	3	-2	-2	4	0	-8
O=C(CSc1ccc(Cl)cc1)N/N=C/c1ccc([N+](=O)[O-])o1	0	1.6	-5	-3	3	7	-9	4	-14
Cc1cc(C)c(OCC(=O)OC(C)C(=O)NCc2ccccc2)c(C)c1 (stereo unspecified)	-2	-0.6	-6	3	-3	11	-2	2	-7
CC(=O)c1cc(C)ccc1OC(=O)CN1C(=O)c2ccccc2C1=O	4	1.6	0	0	10	3	-4	1	-6
CN(CCc1ccccc1)C(CCc1ccccc1)C(=O)Nc1ccc2c(c1)OCCO2 (stereo unspecified)	2	0.1	0	-6	8	4	-4	-1	-18
CCOC(=O)Nc1ccc(C)cc1Br	13	0.1	-7	-2	4	-3	7	1	-8
Cc1nnc(NC(=O)c2ccc3c(c2)C(=O)N(CCC(C)C)C3=O)s1	21	0.5	-4	1	2	11	-4	0	-5
Cn1c(CSc2nc3ccccc3s2)n[nH]c1=S	25	1.3	-1	-12	6	-1	2	1	-22
COc1ccc(C=O)c(OCc2cn(CC(=O)c3ccc(O)cc3)nn2)c1	21	1.4	2	4	-8	4	-4	1	-9
C/C(=N\Nc1nccnc1Cl)c1ccc(O)c(C)c1	9	-0.4	-5	-2	-14	-1	-3	1	-6
COC(=O)c1ccc(CSc2ccccc2NC(=S)Nc2cccc(C(F)(F)F)c2)o1	15	0.8	1	1	-7	0	0	1	-10
COc1ccc(N=C(C)C2=C(O)CSC2=O)cc1	14	-0.1	1	0	0	17	-9	0	-21
CN(Cc1ccon1)C(=O)CCc1nnc(CCCCc2ccccc2)o1	18	0.8	1	0	4	10	-5	1	-10
Cc1ccc(NC(=O)COc2ccc(-n3cnnn3)cc2)cc1C	23	1.5	-1	-3	2	-2	2	3	-7
Cc1cccc(C)c1OCC(=O)Nc1cccc(-c2nnc(-c3ccccc3)o2)c1	8	2.0	0	-2	16	-2	-1	5	1
CCCCNC(=O)c1nc(C2CCN(S(=O)(=O)c3ccc(OC(F)(F)F)cc3)CC2)oc1-c1ccccc1	.	.	0	-2	-3	-1	6	3	.
CC(=O)c1sc(NC(=O)c2ccccc2C)nc1C	-2	0.1	0	8	3	-6	2	2	-7
C[C@@H]1CN([C@@H](C)CO)C(=O)CCCn2nncc2CO[C@H]1CN(C)Cc1ccncc1	4	0.4	1	1	-2	-4	3	-1	5
CC(NC(=O)Nc1ccccc1F)C(C)(C)C (stereo unspecified)	13	0.6	0	-3	6	3	-2	0	-3
Cc1cc([N+](=O)[O-])ccc1N(C)C	15	0.1	0	7	6	-4	6	1	-3
COc1ccc(C(=O)/C=C/Nc2cc(C)on2)c(OC)c1	4	0.3	1	6	4	1	-2	1	1
C/C(=N\NC(=O)COc1ccc(C(C)(C)C)cc1)c1ccccc1	11	0.1	-1	5	-8	7	-6	0	3
COCCNC(=O)c1nn2cccnc2c1Cl	9	0.1	-1	-2	0	-1	-2	0	-1
COc1ccccc1-n1nc(C(=O)Nc2ccc3c(c2)OCO3)c2ccccc2c1=O	-9	-0.4	-2	8	3	14	2	0	12
COc1cc(NC(=O)c2ccnnc2)cc(C(=O)Nc2cccc(C(F)(F)F)c2)c1	2	0.5	4	-4	5	11	-1	5	-11

Assay outcomes as filed in PubChem.

Random draw from the library, and some 2.7% of all compounds hit somewhere here.
